SUMO HTRF inh: inhibitors of in vitro SUMOylation cascade, primary screen, biochemical, HTRF, uHTS. inhibition, % at 35 µM. SUMO-conjugating enzyme UBC9 (Homo sapiens), P63279. 290,000 compounds, 0.36% hits. HTRF SUMOylation assay, SAE1/SAE2 + UBC9; in the data active = inhibition above about 50%, passing the limit was not always enough; note: strong numbers were not always called active
Target sequence (P63279 whole entry, looked up): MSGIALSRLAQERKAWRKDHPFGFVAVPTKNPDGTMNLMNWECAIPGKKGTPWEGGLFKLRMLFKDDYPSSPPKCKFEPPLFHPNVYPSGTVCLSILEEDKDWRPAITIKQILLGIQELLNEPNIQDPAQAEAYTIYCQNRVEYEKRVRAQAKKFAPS
MEKK2 WT-MEK5: modulators of MEK5 binding to wildtype MEKK2, primary screen, biochemical, multiplex bead flow cytometry, Alexa488-MEK5; Mitogen-activated protein kinase kinase kinase 2 (Homo sapiens), Q9Y2U5; Alexa488-MEK5 binding to MEKK2 WT; actives lie on both sides; binding response (% of control), % at 10 µM; 290,000 compounds, 1.1% hits; in the data active = binding response below about 67% or above about 130%
CRFBP-R2 block: antagonists of CRF-BP/CRF-R2 complex, primary screen, cell-based, HEK293, calcium dye fluorescence, uHTS | 350,000 compounds, 0.59% hits | CRF-induced calcium fluorescence | inhibition, % at 11.8 µM | AID 588475, 2011;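 active = inhibition of the ligand-induced calcium signal above about 50% at the single tested concentration, limit read from the data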
DNA FID counter: compounds displacing fluorescent DNA intercalator, primary screen, artefact control for HCV NS3 helicase inhibitor project, biochemical, FID fluorescence | DNA fluorescent intercalator displacement | inhibition, % at 7.9 µM | 290,000 compounds, 0.17% hits | AID 1845, 2009; in the data active = inhibition above about 37%;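 note: 0% = vehicle and 100% = reference compound; higher means more ethidium bromide displaced from hairpin DNA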
MEKK3 PB1 HTS: modulators of MEKK3-MEK5 PB1 binding, primary screen, biochemical, wildtype MEKK3, multiplex bead flow cytometry, Alexa488-MEK5; AID 1529, 2009; binding response (% of control), % at 10 µM; bead-based flow cytometry, Alexa488-MEK5 binding to MEKK3; actives lie on both sides; 0 = blocked by unlabeled MEK5, 100 = vehicle; Mitogen-activated protein kinase kinase kinase 3 (Homo sapiens), Q99759; 290,000 compounds, 1.4% hits;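 active = binding response more than 3 SD above or below the average of its plate-row segment, actives on both sides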;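 note: Alexa488 bead fluorescence after subtracting the streptavidin-only scavenger bead signal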
Target sequence (Q99759 whole entry, looked up): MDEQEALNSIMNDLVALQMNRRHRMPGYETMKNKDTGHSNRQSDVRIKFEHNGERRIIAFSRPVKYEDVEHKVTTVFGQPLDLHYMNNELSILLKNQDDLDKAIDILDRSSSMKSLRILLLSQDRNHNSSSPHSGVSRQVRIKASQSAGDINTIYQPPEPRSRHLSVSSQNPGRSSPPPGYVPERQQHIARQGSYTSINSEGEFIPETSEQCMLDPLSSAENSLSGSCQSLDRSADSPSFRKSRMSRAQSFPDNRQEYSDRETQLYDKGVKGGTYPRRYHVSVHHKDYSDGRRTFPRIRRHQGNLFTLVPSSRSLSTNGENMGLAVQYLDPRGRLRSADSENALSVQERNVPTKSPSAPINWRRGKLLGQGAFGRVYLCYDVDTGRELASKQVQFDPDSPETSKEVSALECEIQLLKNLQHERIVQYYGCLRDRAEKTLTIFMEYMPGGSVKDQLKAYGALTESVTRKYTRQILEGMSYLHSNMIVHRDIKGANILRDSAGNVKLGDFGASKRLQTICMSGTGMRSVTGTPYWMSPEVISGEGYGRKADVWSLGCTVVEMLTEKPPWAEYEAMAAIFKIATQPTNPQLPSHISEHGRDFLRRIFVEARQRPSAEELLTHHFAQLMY
MEKK2 mut-MEK5: MEK5 binding signal on mutant MEKK2 PB1, primary screen, biochemical, multiplex bead flow cytometry, Alexa488-MEK5; AID 1530, 2009; 290,000 compounds, 0.35% hits; percent response, % at 10 µM; Alexa488-MEK5 binding to MEKK2 mutant; in the data active = percent response above about 24%, passing the limit was not always enough; note: inactives centre near 1; some results filed as inactive read as strong as hits
GalR3 antag: GalR3 antagonists in HEK293 cells, primary screen, cell-based, fluorescence readout | Galanin receptor type 3 (Homo sapiens), O60755 | HEK293 GalR3-CNG cAMP membrane potential fluorescence; galR3 body fused to GalR1 C-terminus | inhibition, % at 3 µM | 360,000 compounds, 0.44% hits | AID 651719, 2012;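 active = inhibition above the screen-wide average plus 3 SD, cut at about 13% in these data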;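 note: forskolin and galanin both at EC90 stimulate the cells; cAMP rise reported by CNG channel membrane potential dye signal; 0% = forskolin plus galanin with DMSO and 100% = forskolin alone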
NS3 helicase inh: inhibitors of HCV NS3 helicase, primary screen, biochemical, Cy5 molecular beacon fluorescence | inhibition, % at 10.9 µM | AID 1800, 2009 | NS3 helicase DNA unwinding | 290,000 compounds, 0.56% hits;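 active = inhibition above the mean of all tested compounds plus 3 SD, set per campaign, cut at about 35% in these data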;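 note: 0% = DMSO wells and 100% = thioflavine S control wells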
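Measured by: Cy5 fluorescence, 0 and 60 min reads / Assay system: NS3 helicase fragment of HCV / Control set: low DMSO, high thioflavine S at 110 µM / Times: 1 h reaction at 25 °C, ATP-initiated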
CRFBP-R2 agonist: agonists of CRF-BP/CRF-R2 complex, primary screen, cell-based, HEK293, calcium dye fluorescence, uHTS; CRF-binding protein / CRF receptor 2 complex (human); calcium dye fluorescence (FLIPR); percent of saturating CRF peptide response; activation, % at 13.2 µM; 350,000 compounds, 0.46% hits; AID 588473, 2011;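 active = activation of at least 50%, plus an integration ratio under a set limit after plate pattern correction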;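 note: plate controls were neutral control wells without compound for no effect and CRF at EC100 for full effect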
Numbers without * were called inactive; / = no result given; [ ] = remark or other dose. Some of the compounds tested; count on the stated rates, not on these rows.

SMILES	SUMO HTRF inh	MEKK2 WT-MEK5	CRFBP-R2 block	DNA FID counter	MEKK3 PB1 HTS	MEKK2 mut-MEK5	GalR3 antag	NS3 helicase inh	CRFBP-R2 agonist
CCCCN(CC)CCCNC(=O)c1ccc2c(c1)N(CC)C(=O)c1ccccc1S2(=O)=O	5	124	5	9	105	12	-10	-19	0.0
Cc1ccc(-c2cc(C(=O)N/N=C/c3c(C)nn(-c4ccccc4)c3C)n[nH]2)s1	-10	99	-58	-4	98	-2	1	8	0.4
CCN1CCN(C(C)CCc2ccccc2)CC1 (centres undefined)	8	111	23	4	108	10	-3	-7	2.3
COc1ccc(CNS(=O)(=O)NCc2ccc(OC)c(OC)c2)cc1OC	6	92	-9	-6	100	-10	-6	3	3.5
O=C(CN1C(=O)NC2(CCCC2)C1=O)Nc1ccccc1F	8	104	10	-2	103	8	-5	-6	0.3
CC(/C=C/C1(O)C(C)CC(O)CC1(C)C)OC1OC(CO)C(O)C(O)C1O (centres undefined)	3	109	4	/	105	4	3	/	-0.9
O=S(=O)(NCc1ccccc1)c1cccs1	0	103	-9	2	103	0	-6	-1	-1.7
Cc1sc2nc(SCC(=O)N(CCO)CCO)nc(N)c2c1C	-4	103	13	-2	105	6	8	2	-2.3
CC1=NN(/C(=N\c2nnc(C)s2)Nc2ccc(C)cc2)[C@H](c2ccc(C)cc2)S1	-9	102	-2	-34	95	3	-4	-8	0.3
O=C(NN=C1CCCCCCCCCCC1)c1ccncc1	4	80	-6	-3	89	-11	6	8	-2.1
CCC(C)NC(=O)Cc1cn(C)c2ccccc12 (centres undefined)	8	3.0*[inhibitor]	-21	-5	3.0*[inhibitor]	-14	-4	-2	0.3
Brc1ccc(-c2nnc3ccc(N4CCN(c5ccccc5)CC4)nn23)cc1	14	-1.0*[inhibitor]	12	-2	0.0*[inhibitor]	-21	/	-4	0.2
COc1ccc(/C=N/c2oc(-c3ccccc3)cc2C#N)cc1	21	100	-5	4	101	-11	1	11	0.0
COc1cccc(NC(=O)c2csc3c2CCCC3)c1	12	110	-11	-3	109	14	-1	-3	0.6
O=C(Cc1cccc2ccccc12)Nc1ccc2oc(-c3ccccc3)nc2c1	3	129	-4	-5	129*	7	-7	16	-0.1
COc1ccc(-n2ncc3c2CC(C)(C)CC3NC(=O)c2cn[nH]c2)cc1 (centres undefined)	-1	107	-4	-39	105	8	-3	2	-1.0
COc1ccc(C2C/C(=N\O)C(C)(C)O2)cc1 (centres undefined)	-4	100	-6	-1	102	-1	-2	11	0.1
Cc1ccc(CNC(=O)c2ccccc2NS(C)(=O)=O)cc1	1	108	9	0	108	6	7	-4	-2.9
C/C(=N\Nc1ccc(Cl)c(C(=O)O)c1)c1cccc([N+](=O)[O-])c1	0	94	-4	-8	102	-4	-2	27	-1.2
Cc1ccc(CNC(=O)CNC(=O)c2ccc(Br)o2)cc1	-12	103	9	-5	102	0	1	4	-1.4
O=C(c1ccc2c(c1)OCO2)N1CCN(c2cccc(C(F)(F)F)c2)CC1	-20	97	-11	-34	102	-2	-9	-8	2.9
O=C(CC(NC(=O)OCc1ccccc1)C(=O)O)OCc1ccccc1 (centres undefined)	-1	95	2	-27	85	-1	-4	3	-0.8
Cc1ccc2c(c1)N(C(C)C(=O)NCc1ccc3c(c1)OCO3)C(=O)CO2 (centres undefined)	-32	29*[inhibitor]	6	-15	30*[inhibitor]	-14	1	-5	-3.8
CCn1ncc(NC(=S)NCCc2ccc(OC)c(OC)c2)c1C(N)=O	-8	100	6	-2	100	-1	-5	-5	-0.8
CCCN1CCN(CCCNC(=O)c2ccc3c(Cl)c4c(nc3c2)CCCC4)CC1	-4	114	-3	32	102	8	-8	-17	-1.0
The listing continues:
SMILES	SUMO HTRF inh	MEKK2 WT-MEK5	CRFBP-R2 block	DNA FID counter	MEKK3 PB1 HTS	MEKK2 mut-MEK5	GalR3 antag	NS3 helicase inh	CRFBP-R2 agonist
COC(=O)C1=C(C)Nc2[nH]c(=S)[nH]c(=O)c2C1c1ccc(O)cc1 (centres undefined)	23	99	2	-5	102	-1	7	4	-5.0
COC(=O)c1ccc(CSc2ccc3nnc(-c4ccc(OC)cc4)n3n2)o1	9	99	/	-4	100	-1	/	-4	/
COC(=O)c1cc(S(=O)(=O)NC2CCC(C)CC2)cn1C (centres undefined)	/	102	-1	-21	101	4	-7	2	-1.7
CCCCOc1ccc(CC(=O)NCC(=O)O)cc1	19	92	3	-6	57*[inhibitor]	-2	-8	-10	2.2
Cc1ccc(C(=O)N/C(=C\c2ccc(C)o2)C(=O)O)cc1	24	80	1	-14	82	-5	-5	-5	-1.1
CCOC(=O)CNC(=O)Cn1c(C)cc2ccccc2c1=O	15	103	-15	-2	105	3	-1	0	-1.1
O=C(CCCC(=O)N(CC(=O)NC1CCCCC1)Cc1ccc2c(c1)OCO2)Nc1ccccn1	-11	102	-6	-32	102	1	0	-10	-1.1
Cc1oc(-c2cc(F)cc(F)c2)nc1CN1CCSCC1	15	101	-2	-1	104	-3	-4	-6	-0.6
CCOC(=O)C1CCCN(Cc2c(F)cccc2Cl)C1 (centres undefined)	0	98	-4	4	99	2	-5	-4	-0.4
Nc1ncc(-n2cncn2)c(-c2ccccc2)n1	-5	94	5	-5	98	-1	-6	-1	-1.0
CCOc1ccc(Cn2c(=O)oc3ccccc32)cc1	-5	102	1	-10	103	-1	-10	-8	-1.0
Cc1nn(Cc2ccc(Cl)cc2)c(C)c1NC(=O)C(c1ccccc1)c1ccccc1	1	98	-6	-29	99	-2	-3	-21	-0.2
Cc1cc(C(=O)COc2ncnc3sccc23)c(C)n1C1CC1	36	103	-31	-6	108	6	0	3	1.7
O=C(c1ccco1)N1CCN(C(=O)C2CCN(S(=O)(=O)c3cccs3)CC2)CC1	19	103	-23	-9	102	6	-5	6	2.0
Cc1nc(N2CCOCC2)c2c3c(sc2n1)CCC3	7	106	4	-11	106	7	-5	2	-3.4
COC(CNC(=O)[C@H](Cc1ccccc1)N1Cc2ccccc2C1=O)OC	0	106	19	-13	101	1	-9	2	1.4
COc1ccc(CNC(=O)CN2C(=O)NC(C)(c3cccc(Br)c3)C2=O)cc1 (centres undefined)	9	100	-8	-16	99	-3	-9	-3	0.0
O=C1NN(c2ccc(F)cc2)C(=O)/C1=C\c1cnn(-c2ccccc2)c1	5	94	/	1	98	-3	-7	6	/
CCCNC(=O)N(CCOC)CC1CCCN(C2Cc3ccccc3C2)C1 (centres undefined)	10	115	-6	-5	107	6	-10	4	0.1
O=[N+]([O-])c1ccc(N(c2ccccc2)c2ccccc2)cc1	24	76	-38	4	91	-6	-2	9	54*
Cc1cc2c(cc1S(=O)(=O)N1CCN(c3cccc(C)c3C)CC1)OCC(=O)N2	-2	91	23	-21	96	-6	/	16	2.2
Cc1nn(CCCC(=O)NCCc2ccccc2)c(C)c1[N+](=O)[O-]	-6	95	-12	-12	104	-2	-7	12	-1.3
CCCC1=Nc2cc(C(=O)NCCCOCC)ccc2Sc2ccccc21	12	100	18	-57	100	1	5	-10	-6.2

Random excerpt: 2 compounds from above
SMILES	SUMO HTRF inh	MEKK2 WT-MEK5	CRFBP-R2 block	DNA FID counter	MEKK3 PB1 HTS	MEKK2 mut-MEK5	GalR3 antag	NS3 helicase inh	CRFBP-R2 agonist
C/C(=N\Nc1ccc(Cl)c(C(=O)O)c1)c1cccc([N+](=O)[O-])c1	0	94	-4	-8	102	-4	-2	27	-1.2
CCC(C)NC(=O)Cc1cn(C)c2ccccc12 (centres undefined)	8	3.0*[inhibitor]	-21	-5	3.0*[inhibitor]	-14	-4	-2	0.3

Some of these compounds in order of length of the SMILES, highest first.
SMILES	SUMO HTRF inh	MEKK2 WT-MEK5	CRFBP-R2 block	DNA FID counter	MEKK3 PB1 HTS	MEKK2 mut-MEK5	GalR3 antag	NS3 helicase inh	CRFBP-R2 agonist
Cc1cc2c(cc1S(=O)(=O)N1CCN(c3cccc(C)c3C)CC1)OCC(=O)N2	-2	91	23	-21	96	-6	/	16	2.2
Cc1nn(Cc2ccc(Cl)cc2)c(C)c1NC(=O)C(c1ccccc1)c1ccccc1	1	98	-6	-29	99	-2	-3	-21	-0.2
COC(=O)C1=C(C)Nc2[nH]c(=S)[nH]c(=O)c2C1c1ccc(O)cc1 (centres undefined)	23	99	2	-5	102	-1	7	4	-5.0
O=C1NN(c2ccc(F)cc2)C(=O)/C1=C\c1cnn(-c2ccccc2)c1	5	94	/	1	98	-3	-7	6	/
COC(CNC(=O)[C@H](Cc1ccccc1)N1Cc2ccccc2C1=O)OC	0	106	19	-13	101	1	-9	2	1.4
Cc1nn(CCCC(=O)NCCc2ccccc2)c(C)c1[N+](=O)[O-]	-6	95	-12	-12	104	-2	-7	12	-1.3
CCCNC(=O)N(CCOC)CC1CCCN(C2Cc3ccccc3C2)C1 (centres undefined)	10	115	-6	-5	107	6	-10	4	0.1
CCCC1=Nc2cc(C(=O)NCCCOCC)ccc2Sc2ccccc21	12	100	18	-57	100	1	5	-10	-6.2
COC(=O)c1cc(S(=O)(=O)NC2CCC(C)CC2)cn1C (centres undefined)	/	102	-1	-21	101	4	-7	2	-1.7
CCOC(=O)CNC(=O)Cn1c(C)cc2ccccc2c1=O	15	103	-15	-2	105	3	-1	0	-1.1
Cc1oc(-c2cc(F)cc(F)c2)nc1CN1CCSCC1	15	101	-2	-1	104	-3	-4	-6	-0.6
CCOC(=O)C1CCCN(Cc2c(F)cccc2Cl)C1 (centres undefined)	0	98	-4	4	99	2	-5	-4	-0.4
Nc1ncc(-n2cncn2)c(-c2ccccc2)n1	-5	94	5	-5	98	-1	-6	-1	-1.0
CCCCOc1ccc(CC(=O)NCC(=O)O)cc1	19	92	3	-6	57*[inhibitor]	-2	-8	-10	2.2

From PubChem
